Compound activity from PubChem.
Tau FP inhib – qHTS for Inhibitors of Tau Fibril Formation, Fluorescence Polarization; K18 P301L tau heparin fibrillization, Alexa594 FP, 6 h; Potency, µM (highest dose often 57.7 µM), for inactives: at the highest dose activity, negative = inhibition, hits mostly inhibitors; hit rate 0.39% among 280,000; AID 1468, 2008; note: % is set by controls: 0 for no effect and ±100 for the full control effect; nearly all actives have a fitted effect of over 55% in size
Target sequence (P10636 561-689 P618L limits assumed): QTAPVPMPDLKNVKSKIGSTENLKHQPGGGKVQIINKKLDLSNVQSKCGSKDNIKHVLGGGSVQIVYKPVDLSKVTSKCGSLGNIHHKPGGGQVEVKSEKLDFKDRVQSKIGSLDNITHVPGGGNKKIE
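Steps: dispense K18 P301L tau (15 uM plus 0.24 uM Alexa 594 tracer, final) in pH 7 sodium acetate; add compound; add heparin (20 uM final); incubate 6 hr, 37 C; add ThT (30 uM final); after 1 hr ambient, read FP.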
TexasRed fluor – Total Fluorescence Counterscreen for Inhibitors of the Interaction of Thyroid Hormone Receptor and Steroid Receptor Coregulator 2; Potency, µM (doses to about 106 µM), without a hit: top-dose fluorescence change, negative = quenching; TRb/SRC2 Texas Red total fluorescence interference; AID 1479, 2009; hit rate 0.29% among 280,000; active = well fitted curve in either direction with a large enough effect; inconclusive = small, poorly fitted or top-dose-only effect; note: % is set by controls: 0 for no effect and ±100 for the full control effect
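Human TRβ ligand-binding domain (0.6 uM) and Texas Red SRC2 peptide (20 nM) in Tris buffer with 1 uM T3 and 5% DMSO were incubated with pinned compound for 5 hr at ambient temperature. Total fluorescence was computed as S + 2P (555/632 nm).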
L3MBTL1 block – qHTS Assay for the Inhibitors of L3MBTL1; Lethal(3)malignant brain tumor-like protein 1 (Homo sapiens), Q9Y468; AlphaScreen L3MBTL1–H3K9me1 peptide binding; Potency, µM (highest dose often 57.1 µM), inactives show at the top dose activity, negative = inhibition, most hits filed as inhibitors; hit rate 0.66% among 230,000; AID 485360, 2010; note: % is set by controls: 0 for no effect and ±100 for the full control effect; nearly all actives have a fitted effect of over 60% in size
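Read-out is AlphaScreen signal from streptavidin donor and nickel chelate acceptor beads (10 ug/mL final each) bridging L3MBTL1 (50 nM) and biotinylated K9-monomethylated H3(1-15) peptide (75 nM), after 30 min compound exposure at room temperature.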
Tau fluor counter – Counterscreen qHTS for Inhibitors of Tau Fibril Formation, Fluorescence Polarization; AID 1463, 2008; tau K18 P301L Alexa594 fluorescence, heparin fibrillization; hit rate 0.93% among 280,000; Potency, µM (top dose mostly 57.7 µM), for inactives: top-dose activity change, negative = decrease; note: % is set by controls: 0 for no effect and ±100 for the full control effect; nearly all actives have a fitted effect of over 55% in size
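Human K18 P301L tau (15 uM unlabeled plus 0.24 uM Alexa 594-labeled, final) in 100 mM sodium acetate pH 7 was mixed with compound and 20 uM heparin and incubated 6 hr at 37 C.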
TRb-SRC2 inh – qHTS for Inhibitors of the Interaction of Thyroid Hormone Receptor and Steroid Receptor Coregulator 2; Thyroid hormone receptor beta (Homo sapiens), P10828; TRbeta-SRC2 peptide binding, fluorescence polarization; receptor liganded with 1 µM T3; Potency, µM (titrated, usually from 106 µM), inactives show at the top dose activity change, negative = inhibition, hits mostly inhibitors; hit rate 0.065% among 280,000;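 note: plate controls were bound peptide for no effect and peptide without receptor for full effect; nearly all actives have a fitted effect of over 50% in size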
Target sequence (P10828 whole entry, looked up): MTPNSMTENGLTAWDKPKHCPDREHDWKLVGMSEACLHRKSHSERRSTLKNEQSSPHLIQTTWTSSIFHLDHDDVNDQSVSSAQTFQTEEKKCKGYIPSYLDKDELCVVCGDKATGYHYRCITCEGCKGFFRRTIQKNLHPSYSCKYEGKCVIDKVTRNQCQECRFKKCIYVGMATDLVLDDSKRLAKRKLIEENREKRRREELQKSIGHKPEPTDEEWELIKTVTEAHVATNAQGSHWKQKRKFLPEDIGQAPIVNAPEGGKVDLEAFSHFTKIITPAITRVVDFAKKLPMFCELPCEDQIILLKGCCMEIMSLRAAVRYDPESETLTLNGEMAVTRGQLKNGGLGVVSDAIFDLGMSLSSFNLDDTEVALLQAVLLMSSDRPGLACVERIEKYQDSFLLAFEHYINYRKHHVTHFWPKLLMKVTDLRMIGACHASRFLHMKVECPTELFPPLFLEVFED
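Compounds were added to 0.6 uM TRb ligand-binding domain and 20 nM Texas Red-labeled SRC2 peptide in Tris buffer containing 1 uM T3, incubated 5 hr at ambient temperature, then read by fluorescence polarization.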
HTT ATP protect – qHTS Multiplex Assay to Identify Dual Action Probes in a Cell Model of Huntington: Cytoprotection (ATP); hit rate 0.14% among 230,000; AID 1471, 2008; PC12 HTT-Q103 induced, cytoprotection, ATP luminescence, 40 h; Potency, µM (titrated, usually from 56.4 µM), for the others: cytoprotection (ATP increase), most hits filed as activators;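 note: % of control where 0% means no effect; nearly all actives have a fitted effect of over 45% in size; toxic huntingtin expression switched on by the ecdysone agonist tebufenozide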
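PC12 cells stably carrying ecdysone-inducible Htt exon 1 (Q103)–GFP were induced with 100 nM tebufenozide (final) alongside library compounds in a dose series. Cytoprotection was scored as retained ATP by ATPlite luminescence.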
Tau ThT inhib – qHTS for Inhibitors of Tau Fibril Formation, Thioflavin T Binding; Microtubule-associated protein tau (Homo sapiens), P10636; hit rate 2.1% among 270,000; AID 1460, 2008; Potency, µM (top dose mostly 57.4 µM), inactives show at the highest dose activity, negative = inhibition, most hits filed as inhibitors; recombinant tau K18 P301L (four-repeat tau fragment), heparin-induced fibrillization, ThT fluorescence; note: % is set by controls: 0 for no effect and ±100 for the full control effect; nearly all actives have a fitted effect of over 55% in size
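Tau K18 P301L fragment (15 uM unlabeled plus 0.24 uM Alexa 594-labeled) in 100 mM sodium acetate pH 7 with compound, fibrillization induced by 20 uM heparin for 6 hr at 37 C. Thioflavin T (30 uM) added, fluorescence read after 1 hr (ex 450, em 510 nm).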
RECQ1 helicase – qHTS Assay for Inhibitors of RecQ-Like Dna Helicase 1 (RECQ1) | hit rate 0.54% among 240,000 | ATP-dependent DNA helicase Q1 (Homo sapiens), P46063 | Potency, µM (series often up to 57.3 µM), without a hit: at the top dose activity, negative = inhibition, actives largely listed as inhibitors | RECQ1 DNA unwinding, red fluorescence kinetic read | AID 2549, 2010;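 note: plate controls were vehicle for no effect and no enzyme for full effect; nearly all actives have a fitted effect of over 30% in size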
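50 nM RECQ1T1 preincubated 15 min with compound in Tris pH 8.0 buffer with MgCl2, DTT, Tween-20 and 2.5 ug/ml poly(dI-dC); started with 200 nM TAMRA/BHQ-2 forked duplex and 2 mM ATP. Unwinding read as fluorescence (525/598 nm), two reads 2 h apart.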
* = called active by the depositor; i = inactive; ? = inconclusive; / = not tested or not shown; & = joins results of further samples; [ ] = remark or other dose. Unless noted, calls come from the whole dose curve; as a rule, active = well fitted curve in the direction sought with a large enough effect; inconclusive = small, poorly fitted or top-dose-only effect, or another doubt; inactive = no such curve, though single readings can be large; an effect the other way counts as inactive or inconclusive. Potency is the fitted concentration of half-maximal effect.

SMILES	Tau FP inhib	TexasRed fluor	L3MBTL1 block	Tau fluor counter	TRb-SRC2 inh	HTT ATP protect	Tau ThT inhib	RECQ1 helicase
Clc1ccc(Nc2ccc(Cl)nn2)cc1	12%	-3%	1%	?	-3%	-6%[10 µM]	-10%	i
Nc1ccc(SC(F)(F)F)cc1C(=O)c1ccccc1	?	-1%	1%	?	-14%	2%	?	-7%
O=c1cc(CSc2nnc(COc3ccccc3)o2)c2ccccc2[nH]1	-1%	-2%	/	-16%	-4%	-8%	-22%	i
CCC(Oc1ccccc1)C(=O)N1CC(C)CC(C)C1 (stereo unspecified)	0%	-1%	2%	3%	4%	3%	-2%	-1%
O=C(CCC(=O)OCC(=O)c1cccc([N+](=O)[O-])c1)NC1CCCCC1	-6%	-3%	3%	-9%	-6%	30%[10 µM]	-13%	-6%
CC(=O)c1ccc2noc(-c3ccc(F)cc3)c2c1	6%	-6%	/	-19%	0%	7%	-16%	i
Cc1cccc(C(=O)c2c(N)sc3c2CCC(C)C3)c1 (stereo unspecified)	-16%	8%	-6%	?	-15%	14%[10 µM]	?	-6%
O=c1c2c3c(sc2nc2n1N=C(c1cccs1)CS2)CCCC3	2%	-1%	-6%	-8%	-1%	-55%[inhibitor]	1%	i
Cc1nn2c(-c3cccc(NC(=O)CSc4nc5ccccc5o4)c3)nnc2c2ccccc12	2%	-2%	-8%	-14%	-10%	-21%[0.074 µM]	?	?
CCCc1nn2c(=O)c(C(c3ccc(C)cc3)c3c(O)nc4sc(CCC)nn4c3=O)c(O)nc2s1	-1%	2%	-16%	-4%	-4%	-4%	-10%	-3%
CCOc1ccc(NS(=O)(=O)c2ccc(C(=O)N(C)C)s2)cc1	-4%	-6%	/	-4%	9%	/	6%	/
COCCOC(=O)c1c(C)oc2ccc(OC(=O)c3ccc4c(c3)OCO4)cc12	3%	3%	14%	?	-6%	10%[10 µM]	-22%	-10%
CCOC(=O)c1nnn2c3ccccc3c(=O)n(C)c12	6%	-8%	0%	-3%	-4%	16%[10 µM]	-2%	-5%
CN(Cc1nc2ccccc2n1C)C(=O)c1cccs1	-2%	-2%	14%	-4%	-3%	-18%[0.074 µM]	-5%	-4%
CCOC(=O)N1CCC(N2Cc3cccc(C(=O)Nc4cccc(F)c4)c3C2=O)CC1	?	-1%	/	4µM*[quencher]	7%	-38%[inhibitor]	?	-10%
CCOC(=O)c1c(NC(=O)C(Sc2ccccc2)c2ccccc2)sc(C(N)=O)c1C (stereo unspecified)	?	-4%	-6%	-11%	2%	-17%	?	i
Cc1nnc(SCC(=O)NC(=O)NCc2ccco2)n1Cc1ccccc1	-13%	-3%	/	-16%	-9%	19%	-23%	?
Cc1nc(N)nc(Nc2ccc(Cl)cc2)c1Br	-5%	-3%	-8%	-9%	1%	-15%	-14%	-12%
COc1cc2c(cc1OC)C(=O)N(C)CC2	-8%&-2%	1%&0%	8%	-22%&-1%	-6%&0%	-17%[1.9 µM]	-18%&-1%	2%&-9%
CCc1ccccc1Nc1ncnc2c1cnn2-c1ccc(Cl)cc1	-12%	-4%	/	-27%	5%	/	?	/
CCC(=O)N1CCC2(CC1)Oc1ccc(F)cc1C(=O)C21CC(c2cccnc2)=NO1 (stereo unspecified)	-1%	-1%	/	19%	-6%	1%[10 µM]	11%	-3%
O=C(CCNc1cccc(F)c1)c1cc2ccccc2o1	9%	-2%	?	-14%	6%	-15%	-15%	-4%
CC(=O)Nc1ccc(CN2CCN(CC=C(C)C)C(CCO)C2)cc1 (stereo unspecified)	1%	-1%	11%	-2%	2%	14%[10 µM]	-4%	2%
CCC(C)NC(=O)c1cnn2c1NC(c1ccc3c(c1)OCO3)CC2C(F)(F)F (stereo unspecified)	-10%	0%	1%	-18%	-4%	-15%	-11%	-7%
CC(=O)Nc1ccc(C(=O)NCC(=O)OCc2ccccc2F)cc1	3%	0%	0%	5%	4%	-16%	1%	i
COc1ccc(NC(=O)CSc2nnc(-c3ccccc3)n2Cc2ccco2)c(OC)c1	-10%	0%	-2%	-9%	-12%	-14%[0.074 µM]	-13%	-12%
c1ccc2c(c1)CCN(CCCNc1nc3ccccc3n3cnnc13)C2	-2%	-1%	8%	-1%	1%	-4%	2%	-5%
CC(C)C(=O)Nc1cccc(C(=O)NCc2ccc(S(N)(=O)=O)cc2)c1	-6%	-1%	-11%	1%	2%	-21%	-6%	-14%
COc1ccc(CN(C(=O)c2cccs2)C(C(=O)NC2CCCCC2)c2ccc3ncccc3c2)cc1 (stereo unspecified)	3%	-1%	-1%	4%	-12%	-25%	-8%	0%
COc1ccc(Nc2cc(C(=O)NC3CCCC3)c3ccccc3n2)cc1	0%	-1%	/	?	0%	/	-5%	/
Cc1ccc(/C=C2\SC(=S)N(C(Cc3ccccc3)C(=O)O)C2=O)cc1 (stereo unspecified)	-1%	4%	-1%	0%	2%	-9%[10 µM]	?	-15%
Cc1cc(C)c(Cn2c(=O)n(CCCCCC(=O)NCc3ccc4c(c3)OCO4)c(=O)c3sccc32)c(C)c1	7%	-2%	/	1%	1%	/	-1%	/
Cn1c(C(=O)NCc2cccnc2)cc2sc(Cl)cc21	-2%	-1%	-5%	-13%	1%	-20%	-10%	1%
OCC1(CCOc2ccccc2)CCN(Cc2ccc3cccc(F)c3n2)CC1	-9%[2.34 µM]	-5%	-9%	-7%[2.34 µM]	0%	-7%[10 µM]	0%	i
Cc1ccc(Cl)cc1NC(=O)CSc1nc(C)c(C)c(C)c1C#N	-14%	0%	/	-2%	2%	/	9%	/
O=C(c1cccc(F)c1)N1CCN(C2CCCCC2)CC1	-5%	-1%	/	-6%	3%	14%	-4%	0%
COc1ccccc1CNC(=O)Cn1ncn2c(cc3sccc32)c1=O	?	-14%	/	-6%	-4%	/	-5%	/
O=C(CSc1nc2ccccc2s1)N/N=C/c1ccco1	2%	-1%	-8%	0%	-1%	9%[10 µM]	-12%	6%
O=Cc1cn(-c2ccccc2)nc1-c1ccncc1	3%	-5%	7%	6%	1%	/	3%	22%
CSc1nnc(CCCCCNC(=O)OC(C)(C)C)o1	1%	-1%	-2%	-5%	12%	8%[10 µM]	-4%	0%
COC(=O)c1c(C)cc(C)n2c1nc1ccccc12	-2%	2%	0%	-3%	4%	4%[10 µM]	-8%	-12%
Cc1ccc2nc(-c3cc(NC(=O)/C=C/c4ccccc4)ccc3Cl)oc2c1	?	-12%	/	?	-2%	/	9%	/
CCCCCC/C=C\CCCCCCCc1cccc(O)c1C(=O)O	-10%	-3%	/	-14%	14%	5%	?	-2%
CCOC(=O)NC(CC(=O)O)c1ccc(OC)c(OC)c1 (stereo unspecified)	-11%	0%	/	-4%	3%	5%	-7%	-7%
CCC/C=C(\CCC)C(NS(=O)(=O)CC12CCC(CC1=O)C2(C)C)c1ccc(C(=O)OC)cc1 (stereo unspecified)	0%	-15%	/	-14%	-8%	11%	?	-2%
O=C(N1CCCCC1)N1CCN(S(=O)(=O)c2ccc(Cl)cc2)CC1	-3%[2.34 µM]	-3%	9%	5%	-2%	9%[10 µM]	2%	23%
O=C(Nc1ncn[nH]1)c1c(Cl)ccc(Cl)c1Cl	4%	-6%	3%	-18%	-9%	-29%[10 µM]	-10%	-6%

Three entries from above in another layout.
structure | Tau FP inhib | TexasRed fluor | L3MBTL1 block | Tau fluor counter | TRb-SRC2 inh | HTT ATP protect | Tau ThT inhib | RECQ1 helicase
O=Cc1cn(-c2ccccc2)nc1-c1ccncc1 | 3% | -5% | 7% | 6% | 1% | / | 3% | 22%
CSc1nnc(CCCCCNC(=O)OC(C)(C)C)o1 | 1% | -1% | -2% | -5% | 12% | 8%[10 µM] | -4% | 0%
COC(=O)c1c(C)cc(C)n2c1nc1ccccc12 | -2% | 2% | 0% | -3% | 4% | 4%[10 µM] | -8% | -12%

Random excerpt: 3 records from the list.
SMILES	Tau FP inhib	TexasRed fluor	L3MBTL1 block	Tau fluor counter	TRb-SRC2 inh	HTT ATP protect	Tau ThT inhib	RECQ1 helicase
O=C(Nc1ncn[nH]1)c1c(Cl)ccc(Cl)c1Cl	4%	-6%	3%	-18%	-9%	-29%[10 µM]	-10%	-6%
O=C(N1CCCCC1)N1CCN(S(=O)(=O)c2ccc(Cl)cc2)CC1	-3%[2.34 µM]	-3%	9%	5%	-2%	9%[10 µM]	2%	23%
CCCCCC/C=C\CCCCCCCc1cccc(O)c1C(=O)O	-10%	-3%	/	-14%	14%	5%	?	-2%

The list is partial; the hit share may differ from the screen's.
